Source: PubChem BioAssay (National Center for Advancing Translational Sciences (NCATS))
Giardia FBPA inh: inhibitors of Giardia lamblia fructose-1,6-bisphosphate aldolase; A8B2U2; actives 0.71% (n = 290,000); Potency, µM (highest dose often 59.6 µM), without a hit: at the highest dose activity, negative = inhibition, actives largely listed as inhibitors; AID 2451; purified Giardia FBPA; active means well fitted inhibition curve with a large enough effect; inconclusive means small, poorly fitted or top-dose-only effect, or effect the other way; further: nearly all actives have a fitted effect of over 55% in size
Target sequence (A8B2U2 whole entry, looked up): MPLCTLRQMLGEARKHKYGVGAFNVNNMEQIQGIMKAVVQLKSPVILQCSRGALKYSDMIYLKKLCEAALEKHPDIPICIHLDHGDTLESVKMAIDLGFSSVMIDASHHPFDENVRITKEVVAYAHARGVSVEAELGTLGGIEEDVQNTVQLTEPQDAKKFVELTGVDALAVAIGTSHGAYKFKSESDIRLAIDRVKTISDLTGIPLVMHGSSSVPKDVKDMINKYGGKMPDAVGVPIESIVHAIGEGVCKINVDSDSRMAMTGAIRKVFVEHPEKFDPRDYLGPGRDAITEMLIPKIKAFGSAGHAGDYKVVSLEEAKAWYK
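Giardia FBPA (40 nM reagent) was preincubated 10 min at RT with compound (up to 57.5 uM final), then substrate plus GAPDH/TPI/NAD/arsenate coupling system with diaphorase/resazurin was added; resorufin fluorescence (525/598 nm) was read after 20 min.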
* = called active by the depositor; ? = inconclusive; & = joins results of further samples; [ ] = another dose, or the depositor's remark. On the % scale 0 is the no-effect control and ±100 the full control effect; potency means the concentration at half of the fitted maximal effect. An excerpt. The share of hits here may be higher or lower than overall.

SMILES	Giardia FBPA inh
C[C@H](CCC(=O)O)C[C@H](C)C[C@H](C)C(=O)/C=C(\O)[C@H](C)C[C@H](C)C/C=C/[C@@H](C)[C@@H](O)[C@@H](C)[C@@H](O)C[C@@H]1CC[C@@](C)([C@H]2CC[C@@](C)([C@@H](C)O)O2)O1	?
CC(C)OCCCN1C=C2C(=O)C(C)(OC(=O)C3CCCC3)C(=O)C=C2C=C1c1ccsc1 (centres undefined)	?
COc1ccc2[nH]cc(CCNc3nc(-c4cccnc4)nc4ccccc34)c2c1	-14%
CC(=O)OCCBr	-4%
c1cncc(-c2nc(N3CCNCC3)c3ccccc3n2)c1	2%
COc1cccc(Cn2c(=O)c(-c3cccc(C#N)c3)nc3cnc(N4CCN(C)CC4)nc32)c1	8%
Cc1ccc(S(=O)(=O)/C=C\C#N)cc1	?
O=C1C[C@H](c2ccccc2Cl)N1S(=O)(=O)c1ccccc1[N+](=O)[O-]	11%
COc1ccc2c(c1)O[C@@H](c1cccc(C(F)(F)F)c1)[C@H](OC(=O)NS(=O)(=O)c1ccc(F)cc1)C2=O	-1%
C/C1=C\[C@@H](O)C(C(C)C)C(OC(=O)c2ccc(O)cc2)C/C(C)=C/CC1 (some centres undefined)	-7%
O=C1[C@@H]2[C@H]3[C@H](O)[C@H](O)C/C(=N/OC[C@@H](O)COCc4ccco4)[C@H]3CC[C@H]2C(=O)N1c1ccc(F)cc1F	2%[12.9 µM]
Nc1ccc(N)cc1	?
CCNc1ncc2nc(-c3cn(C)c4ccccc34)c(=O)n(C[C@H]3CCCO3)c2n1	0%
COCC(=O)N1CCc2nc(-c3ccccc3)c3c(c2C1)CO[C@@H](C)C3	3%[12.9 µM]
CN(C)c1ccc(-c2cncnc2NCc2ccccc2)cc1	1%

Two entries drawn at random from the list so far:
SMILES	Giardia FBPA inh
CN(C)c1ccc(-c2cncnc2NCc2ccccc2)cc1	1%
C[C@H](CCC(=O)O)C[C@H](C)C[C@H](C)C(=O)/C=C(\O)[C@H](C)C[C@H](C)C/C=C/[C@@H](C)[C@@H](O)[C@@H](C)[C@@H](O)C[C@@H]1CC[C@@](C)([C@H]2CC[C@@](C)([C@@H](C)O)O2)O1	?

7 entries from above, arranged by number of heavy atoms, low to high.
SMILES	Giardia FBPA inh
Nc1ccc(N)cc1	?
Cc1ccc(S(=O)(=O)/C=C\C#N)cc1	?
CN(C)c1ccc(-c2cncnc2NCc2ccccc2)cc1	1%
O=C1C[C@H](c2ccccc2Cl)N1S(=O)(=O)c1ccccc1[N+](=O)[O-]	11%
COc1cccc(Cn2c(=O)c(-c3cccc(C#N)c3)nc3cnc(N4CCN(C)CC4)nc32)c1	8%
O=C1[C@@H]2[C@H]3[C@H](O)[C@H](O)C/C(=N/OC[C@@H](O)COCc4ccco4)[C@H]3CC[C@H]2C(=O)N1c1ccc(F)cc1F	2%[12.9 µM]
C[C@H](CCC(=O)O)C[C@H](C)C[C@H](C)C(=O)/C=C(\O)[C@H](C)C[C@H](C)C/C=C/[C@@H](C)[C@@H](O)[C@@H](C)[C@@H](O)C[C@@H]1CC[C@@](C)([C@H]2CC[C@@](C)([C@@H](C)O)O2)O1	?

Next section
SMILES	Giardia FBPA inh
O=C(O)CCC(CP(=O)(O)O)C(=O)O (centres undefined)	8%
COC1C[C@@H](O[C@@H]2C(C)C(=O)OC(C)C(C)[C@H](OC(C)=O)C(C)C(=O)[C@@]3(CO3)CC(C)C(OC3OC(C)CC(N(C)C)[C@H]3OC(C)=O)C2C)OC(C)[C@@H]1OC(C)=O (some centres undefined)	4%
CCCCCCCCCC[n+]1cccc([C@@H]2CCCN2C)c1	-25%
Cc1cnc(CNc2cc(-c3cccc(NS(C)(=O)=O)c3)ncn2)cn1	-7%
COc1ccc(-c2nc3cnc(N4CCN(C)CC4)nc3n(CCc3ccccc3)c2=O)cc1	3%
C[C@H]1CS(=O)(=O)CCN1/N=C\c1ccc([N+](=O)[O-])o1	-1%[21.7 µM]
Cc1cccc(CNc2ncncc2-c2cccc(NS(C)(=O)=O)c2)c1	0%
COc1ccc2[nH]cc(CCNc3ccnc(-c4ccc(N(C)C)cc4)n3)c2c1	-9%
Cn1cccc1C(=O)N1CCC2(CCCN(Cc3nccs3)C2)CC1	-1%
COc1cccc(Cn2c(=O)c(-c3cc(F)cc(F)c3)nc3cnc(N4CCNCC4)nc32)c1	6%
Cc1nc2cnc(N(C)C)nc2n(CCc2ccccc2)c1=O	1%
Cc1nc2cncnc2n(Cc2ccccc2Cl)c1=O	0%
CC1CC(OC(=O)C(O)c2ccccc2)CC(C)(C)C1 (centres undefined)	-2%
O=c1c(-c2ccc(O)cc2)coc2cc(O[C@@H]3O[C@H](CO)[C@H](O)[C@H](O)[C@H]3O)ccc12	1%
Cc1noc(C)c1C(=O)N1CCC2(CC1)CN(c1ccccn1)C2	-4%
CC1CC=CC2C1C(=O)N(Cc1ccccc1)C2c1ccc2ccccc2c1-c1ccc(N(C)C)cc1 (centres undefined)	0%
CCOC(=O)N/N=C1/C[C@@H](O)[C@@H](O)[C@@H]2[C@H]3C(=O)N(c4ccc(F)cc4F)C(=O)[C@@H]3CC[C@@H]12	2%[12.9 µM]
O=C1CCCCC2CCCCN12 (centres undefined)	-21%[136 µM]
CSc1nc(N)c2ncn([C@@H]3O[C@H](COP(=O)(O)OP(=O)(O)O)[C@H](O)[C@H]3O)c2n1	0%
CC(=O)OCC1=C(C(=O)O)N2C(=O)C(NC(=O)CCCC(N)C(=O)O)C2SC1 (centres undefined)	19%
O=C(Oc1ccccc1)N1CCC2(CC1)CN(c1ccccn1)C2	8%
CCCCc1nc2c(c3c1C[C@H](C)OC3)CN(S(=O)(=O)c1ccccc1C(=O)OC)CC2	4%[12.9 µM]
O=C(O)CCC(=O)O	5%
Cc1noc(C)c1-c1nccc(NC2CC2)n1	5%
CN1CCN(CCc2ccc(Cl)c(Cl)c2)CC1	-20%
C[C@@H](c1ccccc1)N1C(=O)[C@H]2[C@H]3[C@H](O)[C@H](O)C/C(=N/OCc4ccccc4)[C@@H]3CC[C@@H]2C1=O	-2%[12.9 µM]
COC(=O)C/C=C\[C@@H](C)[C@@H](/C=N\O[C@@H](C)c1cn([C@H](CO)Cc2ccccc2)nn1)NS(=O)(=O)c1ccc(C)cc1	2%&1%[12.9 µM]
CN(C)c1ncc2nc(-c3ccccc3)c(=O)n(-c3ccccc3)c2n1	-2%
CC(=O)OCC(=O)[C@]1(O)C(C)CC2C3CCC4=CC(=O)C=C[C@@]4(C)[C@]3(F)C(O)C[C@@]21C (some centres undefined)	10%
C/C(=C\CO)CCO	3%
C[C@H](N)[C@@H](O)c1ccccc1	-6%[21.7 µM]
CCCCC1=CC2=C(OC(C)=O)C(=O)C(C)(OC(=O)C3CCCC3)C(=O)C2=CO1 (centres undefined)	-22%
CC[C@H](C)[C@H](NC(=O)[C@H](CCC(=O)O)NC(=O)CNC(=O)[C@@H](NC(=O)[C@H](CCC(=O)O)NC(=O)[C@H](CCC(=O)O)NC(=O)[C@H](CC(C)C)NC(=O)CNC(=O)[C@@H]1CCCN1C(=O)[C@H](CCC(=O)O)NC(=O)[C@@H](N)[C@@H](C)O)C(C)C)C(=O)N[C@@H](CCC(=O)O)C(=O)N[C@@H](CCC(N)=O)C(=O)N[C@@H](CCCCN)C(=O)N[C@@H](CCC(N)=O)C(=O)N[C@@H](CC(C)C)C(=O)N[C@@H](CCC(N)=O)C(=O)O	10%
COc1ccc2[nH]cc(CCNc3nc(-c4ccccc4CN(C)C)nc4ccccc34)c2c1	-7%
CC(=O)[C@]1(O)CCC2C3CCC4=CC(=O)CC[C@@]4(C)C3CC[C@]21C (some centres undefined)	0%
COc1ccc(NC(=O)N2CCCC3(CCN(C(=O)c4ccncc4)CC3)C2)cc1	-6%
COC(=O)N1C(/C=C/C=C/c2ccc(OC)cc2)=Cc2ccccc2C1CC(C)=O (centres undefined)	0%[12.9 µM]
COc1ccc(/C=C/c2ccccc2)cc1C1C2C=CCC(C)C2C(=O)N1Cc1ccccc1 (centres undefined)	-1%
COc1ccc(-n2c(=O)c(-c3cn(C)c4ccccc34)nc3cncnc32)cc1	-21%
C[C@]12C=CC(=O)C=C1CCC1C2=CC[C@]2(C)[C@@H](C(=O)CN3CCN(c4cc(N5CCCC5)nc(N5CCCC5)n4)CC3)CC[C@@H]12 (some centres undefined)	-6%
O=C(Nc1cccc(Cl)c1)OCC#CCCl	7.1µM*
CC(C)NC(=O)N1CC[C@@]2(CCCN(C(=O)c3cnccn3)C2)C1	5%
Cc1cnc(CNc2nc(-c3ccccc3C(F)(F)F)nc3ccccc23)cn1	-7%
O=c1c(-c2ccccc2)coc2cc(O)cc(O)c12	20µM*
CO/N=C(/C(=O)N[C@H]1C(=O)N2C(C(=O)O)=C(COC(C)=O)CSC12)c1csc(N)n1 (some centres undefined)	-25%
N#Cc1cccc(NC(=O)N2CC[C@@]3(CCCN(C(=O)c4cc(C(F)(F)F)cc(C(F)(F)F)c4)C3)C2)c1	-10%
O=S(=O)(c1ccccc1)N1CCC2(CC1)CN(c1ccccn1)C2	-5%
N#CCCn1c(=O)c(-c2cccc(C#N)c2)nc2cnc(Oc3cccc(Cl)c3)nc21	7%
CC(=O)CCOC1CCCCO1 (centres undefined)	-8%
CNC(C)[C@@H](O)c1ccccc1 (some centres undefined)	2%
COC(=O)CCC(C)C1CCC2C3C(O)C[C@@H]4CC(O)CC[C@@]4(C)C3CC(O)[C@]12C (some centres undefined)	4%
CC(=O)N[C@@H](CC(C)C)C(=O)O	3%[21.7 µM]
O=S(=O)(Nc1cccc2cccnc12)c1ccc2ccccc2c1	-17%
N#Cc1cccc(NC(=O)N2CC[C@@]3(CCCN(C(=O)c4cnccn4)C3)C2)c1	0%
O=C1[C@H]2O[C@@H]2[C@@H](O)[C@H]2[C@H]1CCn1c(=O)n(Cc3cc4c(cc3Cl)OCO4)c(=O)n12	1%[12.9 µM]
COCCn1c(=O)c(-c2ccc(F)cc2)nc2cnc(Oc3cccc(Cl)c3)nc21	-1%
CC(C)[C@@H](CC(=O)N[C@@H]1CCNC[C@H]1C(=O)N[C@H](CC(=O)N[C@@H](CCC(=O)O)CC(=O)O)Cc1c[nH]c2ccccc12)NC(=O)C[C@H](Cc1ccccc1)NC(=O)[C@@H]1CCCC[C@H]1N	-17%
COc1cccc([C@@H]2Oc3ccc(OC)cc3/C(=N/O[C@@H](C)CN3CCCCc4nc(C)c(C)cc43)[C@@H]2O)c1	1%[12.9 µM]
CC(=O)OC1C=C[C@]2(C)C(CC(OC(C)=O)[C@@]3(C)C4=CC(=O)OC(c5ccoc5)[C@]4(C)CCC23)C1(C)C (some centres undefined)	3%
Nc1ncnc2c1ncn2[C@@H]1O[C@H](C(=O)N2CCN(CC(=O)Nc3cccc4c3CNC4=O)CC2)[C@@H](O)[C@H]1O	-21%
Additional results.
SMILES	Giardia FBPA inh
CS(=O)(=O)N1CCC2(CCCN(C(c3ccccc3)c3ccccc3)C2)CC1	7%
CN(C)c1ncc2ncc(=O)n(CCC#N)c2n1	0%
COc1c(CC=C(C)C)c2c(c3oc(=O)c(-c4ccc(O)cc4)c(O)c13)C=CC(C)(C)O2	10%
O=C1c2c(O)cc(O)cc2OC(c2ccc(O)c(O)c2)C1O (centres undefined)	-3%&5%
O=C(O)c1ccc(NC(=O)[C@H](Cc2ccc(O)cc2)NC(=O)c2ccccc2)cc1	6%
CC1(OC(=O)c2cnc3ccccc3n2)C(=O)C=C2C=C(c3ccsc3)OC=C2C1=O (centres undefined)	2%
COc1cc2ccc(=O)oc2c(OC)c1OC	0%
COC(=O)CC1=COC2OCC3=CC[C@@H]1C32 (some centres undefined)	4%[12.9 µM]
O=C(O)C1(O)CC(O)C(O)C(O)C1 (centres undefined)	-13%
C[C@@H]1Cc2ccccc2N1NC(=O)c1ccc(Cl)c(S(N)=O)c1 (some centres undefined)	-8%[21.7 µM]
N#Cc1ccc(CN2CCCC3(CCN(C(=O)c4ccco4)CC3)C2)cc1	-9%
CN1CCN(c2ccnc(-c3ccccc3C(F)(F)F)n2)CC1	-8%
CC[C@H](C)[C@H](NC(=O)[C@@H]1CCCN1C(=O)[C@H](C)NC(=O)[C@H](CC(N)=O)NC(=O)[C@@H]1CCCN1C(=O)[C@@H]1CCCN1C(=O)[C@H](CCCN=C(N)N)NC(=O)[C@H](Cc1ccc(O)cc1)NC(=O)[C@H](C)NC(=O)[C@@H]1CCCN1C(=O)[C@@H]1CCCN1C(=O)[C@@H](N)[C@@H](C)O)C(=O)N[C@@H](CC(C)C)C(=O)O	8%
O=c1c(-c2ccccc2)nc2cnc(Nc3ccccc3)nc2n1C[C@H]1CCCO1	9%
CC(=O)OCC1OC(C#Cc2ccc(Cl)cc2)C=CC1OC(C)=O (centres undefined)	1%&-2%[12.9 µM]
CCOC(=O)C1=CC(OC(CC)CC)C(NC(C)=O)C(N)C1 (centres undefined)	-4%
CCCCCCCCCC(=O)O[C@H]1CC[C@H]2[C@@H]3CCC4=CC(=O)CC[C@@H]4[C@H]3CC[C@]12C	6%
CC[C@H](C)[C@H](NC(=O)CNC(=O)[C@H](CCCNC(=N)N)NC(=O)CNC(=O)[C@@H](NC(=O)[C@H](Cc1ccc(O)cc1)NC(=O)[C@H](Cc1c[nH]c2ccccc12)NC(=O)[C@H](C)NC(=O)[C@@H]1CCCN1C(=O)[C@H](CC(N)=O)NC(=O)[C@@H](NC(=O)[C@H](CC(=O)O)NC(=O)[C@@H]1CCCN1C(=O)[C@@H](N)[C@@H](C)O)[C@@H](C)CC)[C@@H](C)O)C(=O)N[C@@H](CCCNC(=N)N)C(=O)N1CCC[C@H]1C(=O)N[C@H](C(=O)NCC(=O)N[C@@H](CCCNC(=N)N)C(=O)N[C@@H](Cc1ccccc1)C(N)=O)C(C)C	-2%
CCNC(=O)[C@H]1O[C@H](n2cnc3c(N)nc(NCCc4ccc(CCC(=O)O)cc4)nc32)[C@@H](O)[C@@H]1O	0%
